RAD52 anneal inh – RAD52 DNA annealing inhibitors, primary screen, biochemical, FRET, single point, set 2; DNA repair protein RAD52 homolog (Homo sapiens), P43351; recombinant RAD52 DNA annealing, FRET fluorescence; inhibition, % at 18.7 µM; hit rate 0.46% among 360,000;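 active = every replicate showing at least 50% inhibition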
Target sequence (P43351 whole entry, looked up): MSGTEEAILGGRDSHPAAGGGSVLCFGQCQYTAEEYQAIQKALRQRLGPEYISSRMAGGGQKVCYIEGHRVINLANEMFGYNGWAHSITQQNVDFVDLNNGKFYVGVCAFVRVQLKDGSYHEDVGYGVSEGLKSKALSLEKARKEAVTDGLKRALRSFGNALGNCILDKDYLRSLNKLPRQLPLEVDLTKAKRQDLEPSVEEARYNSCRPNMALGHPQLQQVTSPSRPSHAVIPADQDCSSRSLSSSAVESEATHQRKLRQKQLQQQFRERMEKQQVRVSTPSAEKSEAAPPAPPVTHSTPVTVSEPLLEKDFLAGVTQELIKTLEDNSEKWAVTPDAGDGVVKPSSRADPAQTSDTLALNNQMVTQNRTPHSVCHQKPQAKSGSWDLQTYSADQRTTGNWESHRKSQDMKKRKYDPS
PglD DTNB – C. jejuni PglD acetyltransferase inhibitors, primary screen, biochemical, DTNB colorimetric, single point. UDP-N-acetylbacillosamine N-acetyltransferase PglD (Campylobacter jejuni). purified PglD enzyme, DTNB colorimetric CoA detection. inhibition, % at 12.5 µM. hit rate 0.098% among 360,000. AID 602405, 2012; in the data active = inhibition above about 16%, passing the limit was not always enough; also: strong numbers were not always called active
RAD54 branch – inhibitors of human RAD54 branch migration, primary screen, biochemical, fluorescence, single point | RAD54 Holliday junction branch migration, FAM/BHQ fluorescence | inhibition, % at 10.4 µM | hit rate 0.14% among 360,000 | AID 602329, 2012;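 active = mean normalized replicate activity at least 40 and at least half of replicates scoring 40 or more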;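 also: 0% = median of neutral control wells and 100% = median of positive control wells; inhibitors cause a drop in the FAM fluorescence signal; in these data hits start at about 50%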
ERAP1 HTS inh – human ERAP1 aminopeptidase inhibitors, primary screen, biochemical, single point, plate reader. recombinant ERAP1, Leu-AMC fluorescence, 60 min. inhibition, % at 10.7 µM. hit rate 0.15% among 340,000. Endoplasmic reticulum aminopeptidase 1 (Homo sapiens), Q9NZ08;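 active = mean replicate inhibition of at least 30%, or all replicates individually reaching that 30% level; inactive = mean below 30% and not every replicate reaching it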;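 also: 0% = neutral control wells and 100% = L-leucinethiol positive control wells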
E-sel inducer – E-selectin induction in HUVECs, primary screen, imaging, HUVEC, immunofluorescence imaging, single point; P16581; hit rate 0.37% among 260,000; activation, % at 7.58 µM; normalized: neutral wells 0, TNF-alpha wells 100; AID 686992, 2013;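 active = mean E-selectin-positive cell signal at least 10% of the positive control, reached in at least 60% of replicates, without over 20% cell loss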;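 also: in these data hits start at about 27%; measured in HUVEC primary endothelial cells; signal is the percent of cells scored E-selectin positive by PE staining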
Target sequence (P16581 whole entry, looked up): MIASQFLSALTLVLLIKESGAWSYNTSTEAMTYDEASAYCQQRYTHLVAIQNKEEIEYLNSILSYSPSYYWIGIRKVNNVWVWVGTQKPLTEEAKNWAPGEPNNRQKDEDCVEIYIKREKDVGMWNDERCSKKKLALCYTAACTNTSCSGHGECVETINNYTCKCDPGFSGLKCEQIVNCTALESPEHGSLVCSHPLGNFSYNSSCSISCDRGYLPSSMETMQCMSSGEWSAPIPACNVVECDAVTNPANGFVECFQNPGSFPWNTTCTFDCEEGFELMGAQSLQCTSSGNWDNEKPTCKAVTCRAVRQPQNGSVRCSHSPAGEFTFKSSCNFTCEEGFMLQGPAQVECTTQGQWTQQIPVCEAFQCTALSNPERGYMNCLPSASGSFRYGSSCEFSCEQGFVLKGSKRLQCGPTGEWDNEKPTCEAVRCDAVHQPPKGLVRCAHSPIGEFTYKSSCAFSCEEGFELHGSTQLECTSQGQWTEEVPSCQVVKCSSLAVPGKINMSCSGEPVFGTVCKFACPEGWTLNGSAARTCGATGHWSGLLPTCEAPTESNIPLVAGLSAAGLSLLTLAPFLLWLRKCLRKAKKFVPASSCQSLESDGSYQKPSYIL
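Read-out: % PE-positive cells | Test system: HUVEC | Doses: One compound dose added by pin transfer | Buffer or medium: EGM-2 over gelatin coat | Signal: Immunofluorescence imaging | Benchmarks: TNF-alpha, DMSO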
Cneo AK release – Cryptococcus neoformans cell lysis inducers, primary screen, AK release luminescence, single concentration; C. neoformans lysis, adenylate kinase release luminescence, 4 h; normalised: neutral wells 0, clomiphene wells 100; lysis activity, % at 15 µM; hit rate 0.2% among 360,000; AID 651654, 2012;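 active = mean lysis activity across replicates of at least 80%, whatever share of replicates individually reach that level; inactive = mean lysis activity below 80%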
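Assay system: log-phase C. neoformans yeast / Quantity: yeast cell density of 5 × 10^6 cells/mL / Medium: fresh YPD growth medium / Compound: single dose / Timing: static 4 h at 37 °C with compound, 1 h detection / Measured by: adenylate kinase release luminescence / Read-out: lysis from increased AK signal / Benchmarks: Clomiphene as positive lysis control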
miR-122 sensor – miR-122 Renilla sensor signal increase in Huh7, primary screen, miR-122 inhibitor project, cell-based, single point, plate reader | activation (reporter increase), % at 12.5 µM | hit rate 0.3% among 340,000 | Huh7 miR-122 Renilla luciferase sensor, 48 h; neutral wells = 0, positive control = 100;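 active = mean replicate activation score at least 90 and every replicate individually at or above 90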;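 also: higher luciferase means less miR-122 activity so hits act as miR-122 inhibitors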
PGC1a acetyl inh – inhibitors of PGC1a acetylation signal, primary screen, cell-based, U2OS, AlphaScreen, inhibitor mode | hit rate 0.17% among 350,000 | AlphaScreen anti-acetyl-lysine; with virally co-expressed GCN5 acetyltransferase | inhibition, % at 15.6 µM;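 active = every replicate shows inhibition of at least 40%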;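 also: 0% = neutral control wells and 100% = positive control wells; some results beyond the cut were filed as inactive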
* = called active by the depositor; · = not tested or not shown; & = joins results of further samples; [ ] = dose if it differs, or a comment.

cpd	canonical_smiles	RAD52 anneal inh	PglD DTNB	RAD54 branch	ERAP1 HTS inh	E-sel inducer	Cneo AK release	miR-122 sensor	PGC1a acetyl inh
1	CCOC(=O)c1cccc(N2CC3CNC(=O)C2(C(=O)OC)N3C)c1 (configuration not stated)	-13	-4	1	-3	0.0	2	-3	4
2	COc1ccc2c(-c3ccccc3)cc(SCC(=O)NC3CCS(=O)(=O)C3)nc2c1 (configuration not stated)	-29	-2	-7	4	·	6	3	-27
3	O=S1(=O)CCO[C@H]2Cc3ccccc3[C@H]2N1Cc1ccc(F)cc1	-8	27*	1	-1	·	2	3	-1
4	O=C(NN1CCOCC1)c1sc2cccc(F)c2c1Cl	-6	-1	0	1	0.0	-3	0	16
5	CCC(=O)N1C[C@@H](O)COC[C@@H]2O[C@@H](CC(=O)NCc3cc(F)cc(F)c3)CC[C@H]21	·	15	19	·	0.0	57	11[16.7 µM]	11
6	CC1(C(=O)NCc2cccc3ccccc23)CCN1CCc1ccccc1 (configuration not stated)	-8	-1	-2	1	-0.1	0	-6	-9
7	CCc1ccc(C(=O)/C=C/Nc2ccc(S(=O)(=O)Nc3cnc4ccccc4n3)cc2)cc1	-73&-87	-2	-6	0&-3	0.4&2.5	3	7	8&2
8	O=C(c1cccc(F)c1)N1CCC(N2CCOCC2)CC1	·	3	5	·	·	1	-2	2
9	Cc1ccc(-n2c(N)c(C(=O)N3CCOCC3)sc2=S)c(C)c1	·	4	1	·	·	-1	-3	-1
10	CC(=O)N1CCCCN2[C@@H](CO)[C@@H](c3ccc(-c4cccc(C)c4)cc3)[C@@H]2C1	-8	1	2	-2	0.0	0	5[16.7 µM]	2
11	Cc1ccccc1S(=O)(=O)N1C[C@@H](O)COC[C@@H]2O[C@H](CC(=O)N3CCN(C)CC3)CC[C@H]21	-4	2	-11	0	0.0	-1	-1[16.7 µM]	2
12	CC(C)CN(C(=O)C1COc2ccccc2O1)c1c(N)n(CC(C)C)c(=O)[nH]c1=O (configuration not stated)	2	5	-9	0	·	8	-1	6
13	C[C@@H]1CN([C@@H](C)CO)C(=O)c2cc(C#C[C@@H](C)O)cnc2O[C@H]1CN(C)Cc1cccc(F)c1	-5	-1	-4	-5	-0.1	20	2[16.7 µM]	16
14	O=C1CN(S(=O)(=O)c2ccccc2C(F)(F)F)CCN1	-10	0	7	-7	·	0	1	·
15	COc1ccccc1N1CCN(S(=O)(=O)c2ccc(Br)s2)CC1	·	10	-23	·	·	-3	0	-9
16	CCOC(=O)c1ccc(NC(=O)CSc2nnc(CNC(=O)c3c(F)cccc3Cl)o2)cc1	·	3	-3	·	·	-2	-14	0
17	COc1ccc(Cl)cc1NC(=O)CCN1CCN(Cc2ccccc2)CC1	-12	4	-5	-1	0.1	2	·	·
18	CO[C@@H]1CN(C)C(=O)c2ccc(NC(=O)c3cc(C)on3)cc2OC[C@@H](C)N(C(=O)C2CCC2)C[C@H]1C	-15	1	-2	·	0.2	-1	·	-10
19	Cc1noc(C)c1NC(=O)Nc1cccc2c1O[C@H](CN(C)Cc1ccc3c(c1)OCO3)[C@H](C)CN([C@@H](C)CO)C2=O	1	-1	-9	1	-11	2	1[16.7 µM]	-2
20	Cc1cccc(C(C)C)c1NC(=O)CSc1ncnc2[nH]ncc12	-16	-5	2	0	0.1	2	1	6
21	O=C(Nc1ccc(C(=O)N2CCC(N3CCOCC3)CC2)cc1)c1ccc(Br)o1	-10	1	-8	2	0.0	-5	-3	9
22	Cc1cc(C)c(C)c(/C=C(/C#N)C(N)=S)c1C	·	-3	15	·	·	2	·	16
23	O=C(CNS(=O)(=O)c1ccccc1)Nc1ccccc1Br	0	-5	3	-1	0.7	1	3	1
24	CC(=O)Nc1ccc(NC(=O)[C@H](C)NC(=O)c2ccco2)cc1	-6	3	18	1	·	2	-3	·
25	C[C@@H]1CN([C@@H](C)CO)C(=O)c2c(c3ccccc3n2C)-c2ccccc2CO[C@@H]1CN(C)S(=O)(=O)Cc1ccccc1	-1	2	-2	-1	-0.5	41	·	-18
26	COc1c(Cl)cc(Cl)cc1C(=O)Nc1ccc(CN2CCOCC2)cc1	-6	2	-3	0	·	-2	·	·
27	Cc1ccc(-n2cc3ccc([N+](=O)[O-])cc3n2)cc1	·	-2	-5	·	·	-7	3	-5
28	Cc1ccc(S(=O)(=O)N(C)c2ccc(OC(=O)CN3C(=O)NC(C)(c4ccccc4)C3=O)cc2)cc1C (configuration not stated)	-11	7	-6	0	-0.6	-1	·	·
29	C[C@H](O)C#Cc1ccc2c(c1)O[C@@H](CN(C)C(=O)CC1CC1)[C@H](C)CN([C@H](C)CO)S2(=O)=O	7	-2	-2	1	0.3	2	-4[16.7 µM]	5
30	N#CCCn1c(SCC(=O)NCC2CCCO2)nc2ccccc21 (configuration not stated)	·	4	8	·	·	6	6	-8
31	Cc1cc(C(=O)Nc2cccc3c2O[C@H](CN(C)C(=O)Nc2ccccc2)[C@@H](C)CN([C@@H](C)CO)C3=O)n(C)n1	4	11	8	3	0.0	-4	7[16.7 µM]	-4
32	COc1ccc(NS(=O)(=O)Cc2ccccc2)cc1OC	·	1	2	·	·	0	-1	-15
33	NC(=O)c1ncn([C@@H]2O[C@H](CNC(=O)[C@@H](N)Cc3cccnc3)[C@@H](O)[C@H]2O)n1	-15	2	-7	-2	·	0	-1	18
34	C/C(=C\c1ccccc1)CN1CCN(Cc2ccc(C)o2)C(CCO)C1 (configuration not stated)	-10	-3	1	3	·	-1	0	·
35	Cc1cc(=O)oc(C)c1C(=O)N1CCCCC1	·	1	4	·	·	0	4	-1
36	COC(=O)C[C@@H]1CC[C@H]2[C@H](COc3ccc(NC(=O)c4ccc(F)c(F)c4)cc3C(=O)N2C)O1	-8	3	1	1	0.2	3	0[16.7 µM]	0
37	COc1cccc(C(=O)NC2CC3CCC(C2)N3Cc2ccccc2)c1 (configuration not stated)	-4	2	-2	1	0.1	4	-1	8
38	CCCN1[C@@H]2c3ccc(-c4ccccc4OC)c(=O)n3C[C@H]1[C@H](CO)[C@H]2C(=O)NCc1ccccn1	8	3	3	0	-0.1	-4	·	·
39	COc1cc(CN2CCN(Cc3ccc(C)cc3)C(CCO)C2)ccc1O (configuration not stated)	-13	·	·	0	2.6	·	·	2
40	Cc1ccc(C(=O)O/N=C/c2c(C(F)(F)F)nn(C)c2Sc2ccc(Cl)cc2)cc1	·	-3	6	·	·	-5	0	4
41	C/C=C/c1ccc([C@@H]2[C@@H](CO)N(C(=O)CC)[C@H]2CNC(=O)CC2CC2)cc1	·	0	-2	·	0.0	-1	36[16.7 µM]	-8
42	CCCCCc1nnc(NC(=O)C(=O)OCC)s1	·	-1	3	·	·	1	-9	4
43	Cc1nc2ccccn2c1C(=O)c1ccccc1	·	1	-13	·	·	-14	0	-5
44	CN(C)CC(=O)N1[C@H](C#N)[C@@H](c2ccc(-c3cccc(C(=O)N(C)C)c3)cc2)[C@H]1CO	-20	1	5	0	0.1	-1	·	8
45	C[C@@H]1CN([C@H](C)CO)C(=O)c2cccc(NS(=O)(=O)c3ccc(Cl)cc3)c2O[C@@H]1CN(C)C	2	2	-7	3	0.0	-1	-3[16.7 µM]	-11
46	Cc1cccn2c(=O)nc(SCC(=O)NCc3ccccc3Cl)nc12	-7	-2	1	2	·	·	0	-2
47	O=C(CC1CC1)N1CC2(C1)[C@H](c1ccccc1)[C@@H](CO)N2C(=O)c1cnccn1	8	·	·	-1	0.0	·	·	3
48	C[C@H]1CN([C@@H](C)CO)S(=O)(=O)c2ccc(C3=CCCC3)cc2O[C@@H]1CN(C)C(=O)c1cccnc1	2	0	8	0	-0.6	-1	1[16.7 µM]	14
49	COC(=O)Cc1c(C)c2ccc(OC3CCCCC3=O)cc2oc1=O (configuration not stated)	8	1	-13	1	·	12	-2	7
50	COc1ccc(C(F)(F)F)cc1NC(=O)c1nc2nc(C)cc(C(F)F)n2n1	·	-1	6	·	·	-2	0	6

(further entries)
cpd	canonical_smiles	RAD52 anneal inh	PglD DTNB	RAD54 branch	ERAP1 HTS inh	E-sel inducer	Cneo AK release	miR-122 sensor	PGC1a acetyl inh
51	C=CC[C@@H](CC(=O)OC(C)(C)C)C(=O)OC[C@H]1CCCN1C(=O)[C@@H](CC=C)CC(=O)NCCO	-4	-5	-5	-4	0.0	6	-23	·
52	O=C(COC(=O)c1cccc2ccccc12)NCCCc1ccccc1	·	-3	2	·	·	·	-6	-1
53	CCOC(=O)c1ccc(-c2n[nH]c(=O)c3ccccc23)cc1	·	5	-14	·	·	7	1	11
54	O=C(C[C@@H]1C[C@H]2c3cc(NC(=O)C4CCC4)ccc3O[C@H]2[C@@H](CO)O1)NCc1ccc2c(c1)OCO2	13	0	4	-1	0.1	59	7[16.7 µM]	9
55	CCN(Cc1nc2ccccc2c(=O)[nH]1)C(=O)c1ccc(C)c(NC(=O)c2ccco2)c1	11	-3	-11	2	0.6	1	-3	-24
56	C[C@@H]1CN([C@@H](C)CO)C(=O)Cc2cc(NC(=O)Cn3cnnn3)ccc2O[C@H]1CN(C)CC1CCCCC1	-4	2	-7	0	0.0	0	6[16.7 µM]	18
57	NC(=O)c1ccsc1NC(=O)COC(=O)C1CC2CCCC(C1)C2=O (configuration not stated)	-8	-1	12	-4	·	-1	3	22
58	COc1ccc(C(C(=O)NCc2ccc(F)cc2)N(C(=O)c2csnn2)C2CC2)cc1 (configuration not stated)	0	-1	-4	0	·	0	·	·
59	Cc1c(C(=O)N2CCN(c3ccccn3)CC2)oc2ccccc12	0	4	-3	3	·	-1	0	1
60	CN(C)C(=O)c1cccc(-c2cnc3c(NC=O)cc(-c4cccc(C(F)(F)F)c4)cn23)c1	-30	3	12	2	-0.5	0	·	4
61	COC(=O)CSc1ccc2nnc(-c3ccc(F)cc3)n2n1	2	0	-3	3	·	0	-4	7
62	COc1ccc(CCN(C)C(=O)/C=C/c2c(Cl)nc3ccccn23)cc1OC	-2	·	·	7	-1.2	·	·	1
63	CCC(CCCO)CCC[C@H](C)CCC1OCCO1 (some centres not stated)	2	8	4	-4	-0.1	3	37	0
64	CN1CCN(C(=O)C[C@H]2CC[C@H]3[C@@H](COc4ccc(NC(=O)C5CC5)cc4C(=O)N3C)O2)CC1	3	1	-6	0	0.2	-1	-3[16.7 µM]	-7
65	COc1ccc(CCNC(=O)c2nn(C)c3c2CS(=O)(=O)c2ccccc2-3)cc1OC	·	3	-10	·	·	0	0	0
66	CC1=CC2=NCC(O)CN2C=C1 (configuration not stated)	·	3	-1	·	·	2	-7	-2

Records listed above shown as hits in PglD DTNB.
| # | Structure | RAD52 anneal inh | PglD DTNB | ERAP1 HTS inh | miR-122 sensor | PGC1a acetyl inh |
| --- | --- | --- | --- | --- | --- | --- |
| 3 | O=S1(=O)CCO[C@H]2Cc3ccccc3[C@H]2N1Cc1ccc(F)cc1 | -8 | 27* | -1 | 3 | -1 |

Profiles, looked up by structure. Values in the order: RAD52 anneal inh, PglD DTNB, RAD54 branch, ERAP1 HTS inh, E-sel inducer, Cneo AK release, miR-122 sensor, PGC1a acetyl inh
Shown for C[C@@H]1CN([C@@H](C)CO)C(=O)Cc2cc(NC(=O)Cn3cnnn3)ccc2O[C@H]1CN(C)CC1CCCCC1 → -4, 2, -7, 0, 0.0, 0, 6[16.7 µM], 18
Shown for O=C(COC(=O)c1cccc2ccccc12)NCCCc1ccccc1 → ·, -3, 2, ·, ·, ·, -6, -1

Compound activity as filed in PubChem BioAssay.
